Screening data: PubChem, The Scripps Research Institute Molecular Screening Center
TAAR1 ag = agonists of human TAAR1. 360,000 tested, 0.99% active. CHO RD-HGA16 TAAR1, Fluo-8 calcium fluorescence; vehicle wells 0%, saturating PEA agonist 100%. activation, % at 3 µM. Q96RJ0;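 active = activation above the mean activation of all test compounds in the run plus 3 SD, cut at about 38% in these data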
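System: CHO RD-HGA16 cells carrying human TAAR1 plus Gα16; Incubation: 17-24 h seeding, 75 min 37 °C dye, 30 min RT; Measured by: Fluo-8 fluorescence, 5 s baseline then 140 s kinetic read; Control set: DMSO and PEA EC100; Replication: single well for each compound.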
TAAR1 antagonist = antagonists of human TAAR1; 360,000 tested, 1.5% active; Q96RJ0; AID 624466; CHO RD-HGA16 TAAR1, Fluo-8 calcium fluorescence, antagonist; inhibition, % at 3 µM;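 active = inhibition above a per-plate cutoff, the mean inhibition of test compounds on that plate plus 3 SD, cut at about 49% in these data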;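 note: 0% = DMSO plus EC80 beta-PEA response and 100% = DMSO alone without agonist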
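Test system: RD-HGA16 CHO cells with stable hTAAR1 and Gα16 / Probe or stimulus: EC80 β-phenethylamine stimulus / Times: seeding 17-24 h prior, 75-min 37 °C, 30-min RT dye loading / Detection: Fluo-8 calcium-sensitive fluorescence / Read-out basis: % inhibition scaled between DMSO and EC80 PEA controls / Repeats: singlicate, one well per test compound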
CHRM1 antagonist = antagonists of human M1 muscarinic receptor. AID 588852. inhibition, % at 3 µM. CHO-K1 hM1, Fluo-8 calcium fluorescence, ACh EC80 antagonist. 360,000 tested, 1.3% active. P11229;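 active = percent inhibition above its own plate's cutoff, namely the mean of that plate's compound wells plus 3 SD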;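 note: peak over basal fluorescence ratio during 140 s after agonist addition; 0% = ACh EC80 plus DMSO and 100% = DMSO alone without agonist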
CHRM1 agonist = activates human CHRM1 receptor; P11229; 360,000 tested, 0.33% active; activation, % at 3 µM; CHO-K1 hM1, Fluo-8 calcium fluorescence, agonist mode; 0% DMSO, 100% acetylcholine EC100; AID 588814;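 active = activation above the run's mean compound activation plus 3 SD, cut at about 16% in these data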;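 note: peak over basal fluorescence ratio within a 140 s kinetic read after compound addition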
OXTR potentiator = potentiates the human oxytocin receptor response; CHO-OTR cells, Fluo-8 calcium fluorescence, potentiator mode; 0% = oxytocin EC15, 100% = EC100; activation, % at 3 µM; 320,000 tested, 0.061% active; AID 2445;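 active = activation above that plate's cutoff, the mean activation of tested compounds plus 3 SD, cut at about 6.6% in these data, passing the limit was not always enough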;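 note: 100% uses oxytocin at 75 nM as the full agonist control; some results filed as inactive read as strong as hits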
Target sequence (P30559 whole entry, looked up): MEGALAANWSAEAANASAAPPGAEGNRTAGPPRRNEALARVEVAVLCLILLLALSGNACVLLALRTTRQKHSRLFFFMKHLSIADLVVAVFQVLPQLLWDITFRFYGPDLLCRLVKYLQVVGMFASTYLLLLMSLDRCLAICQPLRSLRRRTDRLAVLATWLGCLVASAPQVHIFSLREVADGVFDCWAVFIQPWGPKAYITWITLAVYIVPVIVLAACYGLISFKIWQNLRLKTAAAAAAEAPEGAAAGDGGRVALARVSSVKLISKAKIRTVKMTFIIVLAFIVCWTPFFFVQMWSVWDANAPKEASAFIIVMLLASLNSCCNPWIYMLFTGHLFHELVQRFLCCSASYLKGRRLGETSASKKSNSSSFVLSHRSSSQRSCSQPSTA
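System: human OTR in CHO cells / Also added: sub-maximal oxytocin, roughly EC15 / Control set: EC15 oxytocin low, 75 nM oxytocin high / Schedule: 6 min compound pre-incubation at room temperature, 100 s kinetic read / Compound: single-point 3.0 µM / Replication: singlicate / Technique: Fluo-8 calcium dye fluorescence / Read-out basis: % activation of max/min ratio relative to oxytocin controls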
CHO parental Ca = counter-screen: ATP calcium response change in parental CHO cells; parental CHO-K1, ATP-induced calcium, Fluo-8 fluorescence; inhibition, % at 5.6 µM; 330,000 tested, 0.63% active; AID 463079;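 active = inhibition above that plate's mean sample inhibition plus 3 SD, cut at about 26% in these data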;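 note: 0% = ATP-challenged DMSO wells and 100% = DMSO wells without ATP; some compounds past the cut are filed as inactive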
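Assay system: parental CHO cells; Read-out basis: percent inhibition of ATP-evoked calcium rise, normalized to controls; Benchmarks: ATP and no-ATP DMSO wells; Compound dosing: single nominal dose of 5.6 µM per compound; Signal: Fluo-8 calcium dye fluorescence; Also added: ATP as calcium-mobilizing challenge; Repeats: singlicate.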
OXTR agonist = activates the human oxytocin receptor. activation, % at 3 µM. 320,000 tested, 0.32% active. CHO-OTR cells, Fluo-8 calcium fluorescence; normalized: DMSO 0%, oxytocin 100%. P30559;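 active = activation above the mean of all tested compounds plus 3 SD, cutoff set per screening run, cut at about 20% in these data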;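 note: peak over basal fluorescence ratio from a 100 s FLIPR kinetic read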
CHRM1 PAM = positive allosteric modulators of human M1 muscarinic receptor. P11229. CHO-K1 hM1, Fluo-8 calcium fluorescence, ACh EC20; 0% = ACh EC20, 100% = maximal ACh. activation, % at 3 µM. 360,000 tested, 0.088% active. AID 588819; in the data active = activation above about 19%, passing the limit was not always enough
V1R ag counter = activates human V1a receptor in oxytocin agonist counter-screen; P37288; AID 2797; activation, % at 3 µM; CHO-V1R cells, Fluo-8 calcium fluorescence, agonist mode; 0% DMSO, 100% 3 nM vasopressin; 320,000 tested, 0.25% active;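 active = activation above the mean activation of all tested compounds plus 3 SD, per screening run, cut at about 20% in these data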;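 note: signal is peak over basal fluorescence ratio across a 100 second FLIPR read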
Target sequence (P37288 whole entry, looked up): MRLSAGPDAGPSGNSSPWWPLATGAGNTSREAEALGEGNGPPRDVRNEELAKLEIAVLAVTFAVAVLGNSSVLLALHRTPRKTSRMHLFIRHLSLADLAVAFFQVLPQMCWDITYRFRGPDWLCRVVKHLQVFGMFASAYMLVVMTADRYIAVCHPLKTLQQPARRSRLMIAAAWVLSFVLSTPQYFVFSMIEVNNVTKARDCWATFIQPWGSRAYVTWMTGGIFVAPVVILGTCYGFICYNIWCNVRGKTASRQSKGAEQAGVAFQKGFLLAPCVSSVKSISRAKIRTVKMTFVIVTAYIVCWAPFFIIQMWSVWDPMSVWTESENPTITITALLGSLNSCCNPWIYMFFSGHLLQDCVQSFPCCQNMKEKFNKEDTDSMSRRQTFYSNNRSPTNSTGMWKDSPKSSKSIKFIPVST
Starred values were filed as active, the others as inactive; . = no result given.

compound | TAAR1 ag | TAAR1 antagonist | CHRM1 antagonist | CHRM1 agonist | OXTR potentiator | CHO parental Ca | OXTR agonist | CHRM1 PAM | V1R ag counter
CN(Cc1cccc(Cl)c1)C(=O)C1CSC2(C)CCC(=O)N12 (stereo not given) | 0.4 | -6.2 | -15.4 | -4.0 | -4.9 | -9.5 | -0.2 | 4.3 | 0.5
CCN(c1ccc(C)cc1C)S(=O)(=O)c1nnc(NC(=O)C(C)C)s1 | 1.0 | 5.6 | 19.0 | -2.6 | . | . | . | -18.0 | .
CCOc1ccc2nc(SCC(=O)NNC(=O)c3ccco3)c(C)cc2c1 | -1.6 | -6.9 | -9.7 | -7.3 | -6.1 | -16.5 | -1.7 | 4.1 | -1.8
CCc1ccc(C2c3[nH]c4ccccc4c3CCN2C(=O)c2cc[n+]([O-])cc2)cc1 (stereo not given) | 11.4 | 6.7 | 5.4 | -3.5 | -8.7 | -4.2 | 6.5 | -0.3 | 2.8
COC(=O)c1ccc(COC(=O)c2cccn2C)o1 | 0.8 | -6.8 | -7.4 | -5.8 | -4.6 | -2.3 | 0.1 | 4.9 | 2.0
CC(=O)NC(NC(=S)Nc1c(C)n(C)n(-c2ccccc2)c1=O)C(Cl)(Cl)Cl (stereo not given) | -0.3 | -7.3 | 0.1 | -7.4 | . | . | . | -3.4 | .
CC(C)CC(=O)NC(=S)NNC(=O)c1cccc([N+](=O)[O-])c1 | 20.7 | 4.7 | 1.3 | -0.2 | -4.3 | -3.9 | 0.8 | 3.2 | 2.8
CCCSc1nnc(CNC(=O)C23CC4CC(CC(C4)C2)C3)n1Cc1ccccc1 | 5.5 | -7.0 | -11.4 | -3.8 | -8.2 | -42.5 | -3.6 | 9.8 | -1.5
CCOc1cccc(CN2CCCC(C(=O)Nc3cccc(-n4cccn4)c3)C2)c1 (stereo not given) | 7.3 | 0.6 | 4.7 | -5.2 | -5.3 | -21.4 | 5.3 | -3.6 | 6.4
O=C(Nc1ccc(Br)cc1)c1cccc(NC(=O)C2C3CC4OC(=O)C2C4C3)c1 (stereo not given) | 6.3 | 17.4 | -2.0 | -3.2 | -5.0 | -3.2 | 1.0 | 4.9 | 1.2
Cc1ccc(N2C(=O)c3ccccc3C2(O)c2ccccc2)cc1 (stereo not given) | 4.2 | -3.3 | -16.9 | 0.2 | . | . | . | 5.7 | .
CCOC(=O)C1CCN(CCC(=O)Nc2ccccc2Cl)CC1 | 4.7 | -12.3 | -5.1 | -4.4 | -11.1 | -17.3 | 0.5 | 3.5 | 0.2
COC(=O)c1ccc(-c2csc(NC(=O)c3c(C)noc3C)n2)cc1 | 12.5 | 41.0 | 19.6 | 0.8 | . | . | . | -10.5 | .
CC(=O)N[C@@H](CS)C(=O)O | 0.2 | 1.6 | -12.3 | 0.1 | -1.6 | -0.1 | 1.2 | 3.4 | 1.2
C=CC[C@@H](CC(=O)N(CCO)Cc1ccccc1)C(=O)N[C@H](COC(=O)[C@H](CC=C)CC(=O)OC(C)(C)C)Cc1c[nH]c2ccccc12 | 7.0 | 41.8 | 2.1 | -3.6 | -9.7 | -11.6 | 0.9 | -3.1 | 1.7
C=CCn1c(SC)nnc1-c1cccc([N+](=O)[O-])c1 | -0.6 | 5.1 | -3.3 | -5.2 | -3.1 | -7.3 | -1.7 | 3.7 | -0.1
CCN(c1ccccc1)S(=O)(=O)c1ccc(OC)c(NC(=O)Cc2ccccc2OC)c1 | 0.6 | -9.8 | 1.8 | -4.4 | -9.4 | -7.3 | -1.0 | -0.4 | 0.9
C=CCNC(=O)c1cc2c(=O)c3ccccc3oc2nc1C | 2.5 | -14.5 | -1.4 | -2.0 | -1.0 | -7.9 | 3.7 | 2.0 | 7.8
CCc1ccc(C(=O)NC(=S)NCc2cccnc2)cc1 | -2.3 | -35.4 | -6.2 | -5.0 | -3.4 | -15.4 | -1.7 | 1.0 | 1.4
O=C(O)c1cc(Cl)c(Cl)cc1C(=O)Nc1cccc2ncccc12 | 10.6 | -2.5 | 6.1 | 0.9 | -4.0 | 7.3 | 2.3 | -4.7 | 1.8

Part of the list above, with two lines to a compound:
Values run as follows: TAAR1 ag, TAAR1 antagonist, CHRM1 antagonist, CHRM1 agonist, OXTR potentiator, CHO parental Ca, OXTR agonist, CHRM1 PAM, V1R ag counter
> O=C(Nc1ccc(Br)cc1)c1cccc(NC(=O)C2C3CC4OC(=O)C2C4C3)c1 (stereo not given)
  6.3, 17.4, -2.0, -3.2, -5.0, -3.2, 1.0, 4.9, 1.2
> Cc1ccc(N2C(=O)c3ccccc3C2(O)c2ccccc2)cc1 (stereo not given)
  4.2, -3.3, -16.9, 0.2, ., ., ., 5.7, .
> CCOC(=O)C1CCN(CCC(=O)Nc2ccccc2Cl)CC1
  4.7, -12.3, -5.1, -4.4, -11.1, -17.3, 0.5, 3.5, 0.2
> COC(=O)c1ccc(-c2csc(NC(=O)c3c(C)noc3C)n2)cc1
  12.5, 41.0, 19.6, 0.8, ., ., ., -10.5, .
> CC(=O)N[C@@H](CS)C(=O)O
  0.2, 1.6, -12.3, 0.1, -1.6, -0.1, 1.2, 3.4, 1.2
> C=CC[C@@H](CC(=O)N(CCO)Cc1ccccc1)C(=O)N[C@H](COC(=O)[C@H](CC=C)CC(=O)OC(C)(C)C)Cc1c[nH]c2ccccc12
  7.0, 41.8, 2.1, -3.6, -9.7, -11.6, 0.9, -3.1, 1.7
> C=CCn1c(SC)nnc1-c1cccc([N+](=O)[O-])c1
  -0.6, 5.1, -3.3, -5.2, -3.1, -7.3, -1.7, 3.7, -0.1
> CCN(c1ccccc1)S(=O)(=O)c1ccc(OC)c(NC(=O)Cc2ccccc2OC)c1
  0.6, -9.8, 1.8, -4.4, -9.4, -7.3, -1.0, -0.4, 0.9
> C=CCNC(=O)c1cc2c(=O)c3ccccc3oc2nc1C
  2.5, -14.5, -1.4, -2.0, -1.0, -7.9, 3.7, 2.0, 7.8
> CCc1ccc(C(=O)NC(=S)NCc2cccnc2)cc1
  -2.3, -35.4, -6.2, -5.0, -3.4, -15.4, -1.7, 1.0, 1.4
> O=C(O)c1cc(Cl)c(Cl)cc1C(=O)Nc1cccc2ncccc12
  10.6, -2.5, 6.1, 0.9, -4.0, 7.3, 2.3, -4.7, 1.8

Remaining list, next part:
Key to letters: A = TAAR1 ag; B = TAAR1 antagonist; C = CHRM1 antagonist; D = CHRM1 agonist; E = OXTR potentiator; F = CHO parental Ca; G = OXTR agonist; H = CHRM1 PAM; I = V1R ag counter
NC(=O)CN1C(=O)C(=O)N(Cc2ccc(F)cc2)C1=O
  A: 0.4	B: -22.0	C: -5.7	D: -3.5	E: -3.4	F: 3.1	G: 1.3	H: 6.8	I: 0.9

CCOC(=O)c1sc(NC(=O)CCc2ccccc2)nc1C
  A: 4.6	B: 1.7	C: 0.2	D: -4.0	E: 4.4	F: -12.4	G: -1.2	H: 3.2	I: 0.7

CCOCCOC(=O)c1[nH]c2c(c1C)C(=O)CC(c1ccc(OC)c(OC)c1)C2 (stereo not given)
  A: 20.6	B: 28.0	C: -0.2	D: 1.7	E: -22.3	F: -3.7	G: 11.6	H: -2.1	I: 14.2

COc1ccc(-c2cnc3c(c2)CCC3(C#N)C#N)cc1
  A: 6.8	B: -19.4	C: -2.7	D: -3.8	E: 0.0	F: -6.3	G: 2.9	H: 11.8	I: 6.7

FC(F)(F)c1nc(Oc2ccccc2)c2ccccc2n1
  A: 0.5	B: -1.7	C: -0.1	D: -3.9	E: -3.7	F: -14.8	G: -2.8	H: -14.6	I: -0.9

Whole records, looked up by structure:
Cc1ccc(N2C(=O)c3ccccc3C2(O)c2ccccc2)cc1 (stereo not given) across the screens: TAAR1 ag = 4.2; TAAR1 antagonist = -3.3; CHRM1 antagonist = -16.9; CHRM1 agonist = 0.2; OXTR potentiator = .; CHO parental Ca = .; OXTR agonist = .; CHRM1 PAM = 5.7; V1R ag counter = .
COc1ccc(-c2cnc3c(c2)CCC3(C#N)C#N)cc1 across the screens: TAAR1 ag = 6.8; TAAR1 antagonist = -19.4; CHRM1 antagonist = -2.7; CHRM1 agonist = -3.8; OXTR potentiator = 0.0; CHO parental Ca = -6.3; OXTR agonist = 2.9; CHRM1 PAM = 11.8; V1R ag counter = 6.7
